Bioassay records from PubChem BioAssay.
OXTR ag – human OXTR agonists, primary screen, fluorescence, CHO-OTR cells, Fluo-8 calcium. Oxytocin receptor (Homo sapiens), P30559. Fluo-8 calcium fluorescence; normalized: DMSO 0%, oxytocin 100%. activation, % at 3 µM. 320,000 tested, 0.32% active;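 active means activation above the mean of all tested compounds plus 3 SD, cutoff set per screening run, cut at about 20% in these data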;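 further: peak over basal fluorescence ratio from a 100 s FLIPR kinetic read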
TAAR1 ag – human TAAR1 agonists, primary screen, Fluo-8 calcium fluorescence, CHO RD-HGA16 cells | Trace amine-associated receptor 1 (Homo sapiens), Q96RJ0 | vehicle wells 0%, saturating PEA agonist 100% | activation, % at 3 µM | 360,000 tested, 0.99% active;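 active means activation above the mean activation of all test compounds in the run plus 3 SD, cut at about 38% in these data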
Target sequence (Q96RJ0 whole entry, looked up): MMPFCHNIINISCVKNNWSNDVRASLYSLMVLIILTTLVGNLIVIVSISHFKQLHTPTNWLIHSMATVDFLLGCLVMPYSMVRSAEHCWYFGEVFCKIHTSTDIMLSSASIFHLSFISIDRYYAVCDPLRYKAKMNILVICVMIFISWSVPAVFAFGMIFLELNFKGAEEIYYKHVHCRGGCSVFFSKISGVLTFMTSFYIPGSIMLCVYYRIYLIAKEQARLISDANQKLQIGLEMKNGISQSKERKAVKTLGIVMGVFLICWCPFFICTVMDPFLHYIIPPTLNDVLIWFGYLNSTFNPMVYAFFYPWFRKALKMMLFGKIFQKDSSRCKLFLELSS
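Test system: RD-HGA16 (CHO) cells co-expressing Gα16 and hTAAR1 | Doses: Single dose, 3 µM | Schedule: 17-24 h seeding, 75 min 37 °C dye, 30 min RT | Evaluation: % activation from peak over basal fluorescence ratio, DMSO-to-PEA scaled | Technique: Kinetic Fluo-8 calcium fluorescence | Benchmarks: Low control DMSO, high control PEA (EC100)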
TAAR1 antagonist – human TAAR1 antagonists, primary screen, Fluo-8 calcium fluorescence, CHO RD-HGA16 cells | Trace amine-associated receptor 1 (Homo sapiens), Q96RJ0 | antagonist | inhibition, % at 3 µM | 360,000 tested, 1.5% active;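 active means inhibition above a per-plate cutoff, the mean inhibition of test compounds on that plate plus 3 SD, cut at about 49% in these data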;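 further: 0% = DMSO plus EC80 beta-PEA response and 100% = DMSO alone without agonist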
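test system = CHO RD-HGA16 cells bearing hTAAR1 | replication = singlicate | controls = DMSO-only wells and EC80 β-PEA-stimulated wells | reagent = EC80 β-phenethylamine stimulus | read-out basis = percent inhibition of PEA-evoked calcium signal, max/basal emission ratio | schedule = seeding 17-24 h prior, 75-min 37 °C, 30-min RT dye loading | signal = kinetic Fluo-8 calcium fluorescence measurement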
M1 PAM – human M1 muscarinic receptor positive allosteric modulators, primary screen, CHO-K1 cells, Fluo-8 calcium fluorescence, 1536-well; AID 588819, 2011; activation, % at 3 µM; CHO-K1 hM1, ACh EC20; 0% = ACh EC20, 100% = maximal ACh; 360,000 tested, 0.088% active; in the data active means activation above about 19%, passing the limit was not always enough
M1 ag – human M1 muscarinic receptor agonists, primary screen, Fluo-8 calcium fluorescence, CHO-K1 cells, HTS | Muscarinic acetylcholine receptor M1 (Homo sapiens), P11229 | activation, % at 3 µM | CHO-K1 hM1, agonist mode; 0% DMSO, 100% acetylcholine EC100 | 360,000 tested, 0.33% active;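 active means activation above the run's mean compound activation plus 3 SD, cut at about 16% in these data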;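 further: peak over basal fluorescence ratio within a 140 s kinetic read after compound addition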
M1 antag – human M1 muscarinic receptor antagonists, primary screen, CHO-K1 cells, Fluo-8 calcium fluorescence, 1536-well; Muscarinic acetylcholine receptor M1 (Homo sapiens), P11229; CHO-K1 hM1, ACh EC80 antagonist; inhibition, % at 3 µM; 360,000 tested, 1.3% active;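 active means percent inhibition above its own plate's cutoff, namely the mean of that plate's compound wells plus 3 SD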;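 further: peak over basal fluorescence ratio during 140 s after agonist addition; 0% = ACh EC80 plus DMSO and 100% = DMSO alone without agonist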
CHO parental Ca – ATP-evoked calcium signal inhibitors, parental CHO, primary screen, counter-screen for OX1R antagonist project, cell-based, fluorescence, Fluo-8 calcium dye. parental CHO-K1, ATP-induced calcium, Fluo-8 fluorescence. inhibition, % at 5.6 µM. 330,000 tested, 0.63% active. AID 463079, 2010;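 active means inhibition above that plate's mean sample inhibition plus 3 SD, cut at about 26% in these data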;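 further: 0% = ATP-challenged DMSO wells and 100% = DMSO wells without ATP; some compounds past the cut are filed as inactive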
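Test system: untransfected parental CHO cell line; also added: ATP stimulus; dosing: 5.6 µM, single dose; signal: calcium-sensitive Fluo-8 fluorescence; measure: percent inhibition of ATP-evoked calcium rise, normalized to controls; benchmarks: low control ATP plus DMSO, high control DMSO only; replication: one well per compound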
OXTR potentiator – human OXTR potentiators, primary screen, fluorescence, CHO-OTR cells, Fluo-8 calcium. Fluo-8 calcium fluorescence, potentiator mode; 0% = oxytocin EC15, 100% = EC100. activation, % at 3 µM. 320,000 tested, 0.061% active;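 active means activation above that plate's cutoff, the mean activation of tested compounds plus 3 SD, cut at about 6.6% in these data, passing the limit was not always enough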;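 further: 100% uses oxytocin at 75 nM as the full agonist control; some results filed as inactive read as strong as hits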
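Material: CHO-OTR cells, human receptor; compound dosing: single dose, 3.0 µM nominal final compound concentration; schedule: 6 min compound pre-incubation at room temperature, 100 s kinetic read; measured by: kinetic Fluo-8 calcium fluorescence; read-out basis: % activation vs EC15 and EC100 oxytocin; controls: EC15 oxytocin alone as 0%, 75 nM oxytocin as 100%; replicates: singlicate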
V1aR counter – agonists of human V1a receptor, primary screen, counter-screen for OXTR agonist project, fluorescence, CHO-V1R cells | Fluo-8 calcium fluorescence, agonist mode; 0% DMSO, 100% 3 nM vasopressin | 320,000 tested, 0.25% active | activation, % at 3 µM | Vasopressin V1a receptor (Homo sapiens), P37288;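 active means activation above the mean activation of all tested compounds plus 3 SD, per screening run, cut at about 20% in these data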;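 further: signal is peak over basal fluorescence ratio across a 100 second FLIPR read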
Target sequence (P37288 whole entry, looked up): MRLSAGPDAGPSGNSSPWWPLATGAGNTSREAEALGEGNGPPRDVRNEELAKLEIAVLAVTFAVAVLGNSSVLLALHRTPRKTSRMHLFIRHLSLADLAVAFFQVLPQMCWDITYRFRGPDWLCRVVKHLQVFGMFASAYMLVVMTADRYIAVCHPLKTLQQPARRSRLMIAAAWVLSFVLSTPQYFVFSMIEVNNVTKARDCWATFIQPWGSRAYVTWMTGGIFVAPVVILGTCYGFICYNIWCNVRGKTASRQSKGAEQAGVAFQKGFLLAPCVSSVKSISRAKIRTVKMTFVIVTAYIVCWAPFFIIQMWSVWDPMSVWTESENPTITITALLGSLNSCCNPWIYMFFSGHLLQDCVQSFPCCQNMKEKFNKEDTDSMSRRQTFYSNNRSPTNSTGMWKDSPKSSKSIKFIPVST
An asterisk follows results filed as active; · = no result given.

SMILES	OXTR ag	TAAR1 ag	TAAR1 antagonist	M1 PAM	M1 ag	M1 antag	CHO parental Ca	OXTR potentiator	V1aR counter
c1ccc(Sc2ncnc3ccccc23)cc1	-3.9	4	-19	18	-4	-18	-11	4	0.5
Cc1c(N2C(=O)CSC23C(=O)Nc2ccccc23)c(=O)n(-c2ccccc2)n1C (stereo not drawn)	-0.4	10	13	7	-5	-7	4	0	1.1
Cc1ccccc1N1CCN(C2CCCN(C(=O)c3cc(C(C)C)[nH]n3)C2)CC1 (stereo not drawn)	-1.3	2	-44	2	-6	-11	-31	-6	2.0
O=C(CCNS(=O)(=O)c1ccc(Br)cc1)NCc1cccs1	0.7	3	-3	6	-3	-9	-17	-8	0.8
CS(=O)(=O)c1ccc(Cl)c(NC(=O)COC(=O)CCCN2C(=O)c3cccc4cccc(c34)C2=O)c1	-1.0	1	4	3	-2	-1	-15	-4	0.0
CN(C)CCCNc1oc(-c2ccc(Cl)cc2)nc1C#N	2.5	-1	-9	4	-4	4	-12	-18	1.5
O=C(Nc1ccc(F)c(F)c1)c1oc2ccccc2c1NC(=O)C1CCCO1 (stereo not drawn)	0.1	-2	-8	10	0	-9	-18	-3	-0.2
O=S1(=O)C=CC(Sc2nc3ccccc3[nH]2)C1 (stereo not drawn)	-0.2	6	-4	-5	-2	0	-2	-2	0.4
CN1CCN(C(=O)c2ccc(N(Cc3ccc(Cl)cc3)S(C)(=O)=O)cc2)CC1	3.1	3	-2	6	-8	-5	-12	-13	1.4
Cc1[nH]c(=O)[nH]c(=O)c1S(=O)(=O)NCCOC12CC3CC(CC(C3)C1)C2	0.5	0	17	12	-3	-11	-8	-11	-0.3
CC1Cc2ccccc2N1C(=O)c1ccc2c(c1)OCO2 (stereo not drawn)	-1.4	0	-14	3	-6	-2	-16	-3	-1.0
CC1(c2ccc(Cl)cc2Cl)NC(=O)N(CC(=O)Nc2ccc3[nH]c(=O)[nH]c3c2)C1=O (stereo not drawn)	1.1	-1	2	3	-1	-4	0	-11	-0.3
NC(=O)CSc1nnc(NC(=O)c2ccc(Br)o2)s1	2.2	0	-13	5	-2	-5	2	7	-0.1
Cc1ccccc1Oc1ccccc1N	-1.4	6	-19	9	-11	-5	-13	-1	-1.4
O=C1C=C(c2ccc3c(c2)oc2ccccc23)C[C@@H](c2ccc(Cl)cc2)C1	-0.1	8	-5	5	-2	-1	-3	-3	0.7
CCN=C(Nc1cccc(F)c1)SC1CC(=O)N(c2ccc(OC)cc2)C1=O (stereo not drawn)	2.1	15	72*	-16	-4	21	1	-6	2.4
CC(C)NC(=O)NS(=O)(=O)c1cnccc1N1CCCCC1	-0.2	5	-4	3	-2	-12	-33	-5	1.0
c1ccc(CCc2cn(C[C@H]3CC[C@@H]([C@@H]4CC[C@H](Cn5cc(CCc6ccccc6)nn5)O4)O3)nn2)cc1	5.5	26	57*	-11	-3	18	-6	-15	6.8
O=C(O)c1cc(S(=O)(=O)Nc2cc(Cl)ccc2Oc2ccccc2)ccc1O	-0.7	3	4	9	-2	-7	-10	-3	-0.8
COc1ccc(/C=C/c2nnc(NC(=O)C(C)C)s2)cc1	-1.2	0	-24	7	-3	-11	-10	-6	1.1
COc1cc(CNCc2ccc(SC)cc2)cc(OC)c1	9.9	6	5	3	-5	-6	-21	-4	6.0
N#Cc1ccc(NC(=O)CCc2nc3ccccc3s2)cc1	1.8	6	17	4	-3	-4	-12	-4	2.9
O=C1[C@@H]2CSCN2C(=O)CN1Cc1cccc(C(F)(F)F)c1	-0.8	3	-19	7	-1	-8	2	-7	0.2
CC1CCN(CCNC(=O)C2CCCN(S(=O)(=O)c3cccc4nsnc34)C2)CC1 (stereo not drawn)	-1.8	1	-19	7	-6	-9	-21	-2	0.5
Cc1ccc(-n2nnnc2SCC(=O)Nc2cccc(NC(=O)c3ccco3)c2)cc1C	0.9	13	40	2	1	-1	-18	-17	3.5

(more compounds)
SMILES	OXTR ag	TAAR1 ag	TAAR1 antagonist	M1 PAM	M1 ag	M1 antag	CHO parental Ca	OXTR potentiator	V1aR counter
CCC(=O)N1CCCC(C(=O)c2ccc(-c3ccccc3)cc2)C1 (stereo not drawn)	1.3	2	-18	16	-1	-13	-5	-4	1.3
Cc1cccc(NC(=O)C2CCN(C(=O)c3ccco3)CC2)c1C	-0.3	1	-16	18	0	-14	1	-7	-0.5
COc1cc(CNC(=O)c2cc(-c3cc(F)ccc3OCC3CCCO3)n[nH]2)cc(OC)c1 (stereo not drawn)	·	5	53*	-17	-4	16	·	·	·
COc1ccc(Cl)cc1C(=O)NNC(=O)CSc1nnc2ccccn12	0.9	0	-40	-4	0	9	-11	-11	0.6
CS(=O)(=O)N(CC(=O)Nc1ccc(S(=O)(=O)N2CCCC2)cc1)c1ccccc1F	1.7	6	-1	-3	-10	6	-2	-3	2.4
Cc1cc(C(=O)OCC(=O)Nc2ccc(S(=O)(=O)N3CCOCC3)cc2)c(C)o1	0.8	14	3	5	-2	-22	-16	1	0.0
COc1ccc(CCC(=O)N2CCCSC2=Nc2ccc(C(C)=O)cc2)cc1	-0.1	0	4	-6	-9	9	-18	-7	2.3
CCN(Cc1ccccc1)S(=O)(=O)c1ccc(C(=O)Nc2nnc(C3CC3)o2)cc1	0.0	4	-20	2	4	-13	-5	-8	3.9
Oc1c(Cl)cc(Cl)cc1/C=C/c1ccc2cccc(O)c2n1	2.7	11	36	-5	2	18	26	-12	9.6
COc1cccc(NC(=O)NC2CCN(CC(=O)Nc3ccccc3[N+](=O)[O-])CC2)c1	0.5	3	0	9	-2	-8	-10	-9	2.4
CSc1ccc(S(=O)(=O)NC2CC3CCC2C3)cc1 (stereo not drawn)	-1.9	1	22	5	-6	-7	-21	-16	-0.1
COc1cc(C(=O)NCCCCCCNC(=O)c2cc(OC)c(OC)c(OC)c2)cc(OC)c1OC	-0.3	1	-16	2	-1	7	-3	-14	-0.5
Cc1ccc(N2CC(C)Cn3c2nc2c3c(=O)[nH]c(=O)n2C)cc1C (stereo not drawn)	-2.5	-2	-6	4	-7	-7	-3	-18	-1.0
COCCNc1nnc(SCC(=O)Nc2cc(-c3ccccc3)nn2-c2ccccc2)s1	3.5	11	45	-9	-5	6	-14	-11	1.0
Cc1cc(C(=O)COC(=O)c2ccc3c(c2)NC(=O)CS3)c(C)n1CCc1ccc(Cl)cc1	-1.0	21	14	-7	-6	6	3	-10	-0.9
CCc1cc2cc(C)c(C)cc2nc1SCC(=O)Nc1cc(C)on1	-0.5	7	3	2	-7	-4	-1	-5	-0.2
COc1ccc(-n2cc(CNCCc3nc(C)cc(C)n3)c(-c3ccccc3Cl)n2)cc1	4.7	5	-3	7	-14	-14	-30	-2	3.3
O=c1n(Cc2ccccc2)c2cc(Cl)cnc2n1Cc1ccccc1	-2.8	11	5	-5	-7	-30	-41	-10	0.3
CCN(C(=O)CN1C(=O)S/C(=C\c2ccc(F)cc2)C1=O)C1CCS(=O)(=O)C1 (stereo not drawn)	0.7	0	-5	-1	-5	1	-6	-4	3.0
Cc1ccc(N2CCN(C(=O)c3ccccc3NC(=O)c3ccccc3C(=O)O)CC2)cc1	0.4	1	-21	7	-6	-6	-12	-1	0.4
Cc1nn(CC(=O)NCc2ccc(Cl)cc2)c(C)c1[N+](=O)[O-]	-0.5	-3	15	-1	-7	1	-8	-11	2.6
O=C(COC(=O)c1n[nH]c2ccccc12)NC(=O)NC12CC3CC(CC(C3)C1)C2	1.7	4	1	9	1	-14	-3	-1	1.8
CCOc1cc(N2CCOCC2)c(OCC)cc1NC(=O)COc1ccc2ccc(=O)oc2c1	-0.1	·	·	·	·	·	6	-6	-0.7
Cc1cc(-n2c(SCC(=O)NCc3cccs3)nc3n[nH]c(C)c3c2=N)ccc1Cl	0.0	3	6	-5	-6	0	-31	-10	-1.2
Cc1ccc2c(c1)N(C(=O)CCC(=O)N1CCN(c3ccccn3)CC1)CC(C)O2 (stereo not drawn)	-2.2	1	-6	-5	-10	5	-11	-1	-0.5

Other records follow:
SMILES	OXTR ag	TAAR1 ag	TAAR1 antagonist	M1 PAM	M1 ag	M1 antag	CHO parental Ca	OXTR potentiator	V1aR counter
C/C(CC(=O)Nc1ccccn1)=N\NC(=O)Cc1cccc2ccccc12	-0.3	16	0	6	-1	-5	-17	-2	-0.1
CCc1nnc(NC(=O)CCN2C(=O)C3CCCCC3C2=O)s1 (stereo not drawn)	0.9	3	-12	9	-1	-11	-8	1	1.7
CC(C)(C)OC(=O)NCCCCCNC(=O)c1[nH]cnc1C(=O)NC1CCN(C(=O)OC(C)(C)C)CC1	-0.9	23	46	-12	-3	15	-24	-7	-0.2
COc1ccc(CCNC(=O)C(=O)NCC2OCCN2S(=O)(=O)c2ccc(OC)c(OC)c2)cc1 (stereo not drawn)	4.5	7	20	13	2	-17	-21	-4	3.9
COc1ccc(-n2c(SCC(=O)Nc3ccc4c(c3)OCO4)nc3c(c2=O)SCC3)cc1	0.8	0	-13	4	-5	-6	-5	2	0.4
CC[C@H](C)[C@H](NC(N)=O)C(=O)Nc1ccc(OC)c(Cl)c1	0.4	3	-24	2	1	5	-12	-8	0.8

Full records, quoted from the list. Values in the order: OXTR ag, TAAR1 ag, TAAR1 antagonist, M1 PAM, M1 ag, M1 antag, CHO parental Ca, OXTR potentiator, V1aR counter
Entry for COc1ccc(CCC(=O)N2CCCSC2=Nc2ccc(C(C)=O)cc2)cc1 → -0.1, 0, 4, -6, -9, 9, -18, -7, 2.3
Entry for Cc1cccc(NC(=O)C2CCN(C(=O)c3ccco3)CC2)c1C → -0.3, 1, -16, 18, 0, -14, 1, -7, -0.5
Entry for CC[C@H](C)[C@H](NC(N)=O)C(=O)Nc1ccc(OC)c(Cl)c1 → 0.4, 3, -24, 2, 1, 5, -12, -8, 0.8
